Compound activity (PubChem)
DAGLB inhibitor = blocks human DAGLB lipase activity | HEK293T DAGLB membrane lysate, EnzChek fluorogenic substrate | inhibition, % at 5.17 µM | hit rate 0.059% among 340,000 | AID 504411; in the data active = inhibition above about 34%;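 note: 0% = enzyme with vehicle and 100% = wells lacking enzyme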
LANA DNA inh = inhibitors of KSHV LANA C-terminal domain DNA binding; MBP-C-LANA/FAM-LBS DNA binding, fluorescence polarization; inhibition, % at 9 µM; hit rate 0.078% among 340,000; AID 504423;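 active = highest replicate inhibition at or above 60% at 9 µM, even if other replicates fall short; inactive = all replicates below 60% inhibition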;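 note: 0% = neutral control wells and 100% = 4 µM acridine orange control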
Keap1-Nrf2 PPI = inhibitors of human Keap1-Nrf2 protein-protein interaction. Q14145. Keap1 Kelch-Nrf2 peptide fluorescence polarization, 1536-well. inhibition, % at 9.4 µM. hit rate 0.15% among 340,000; in the data active = inhibition above about 12%;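 note: human Keap1 Kelch domain with fluorescein labeled Nrf2 9mer peptide probe; 0% = neutral control wells and 100% = peptide positive control; higher means more block of Keap1 binding to Nrf2 peptide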
Target sequence (Q14145 whole entry, looked up, the tested form may be a part): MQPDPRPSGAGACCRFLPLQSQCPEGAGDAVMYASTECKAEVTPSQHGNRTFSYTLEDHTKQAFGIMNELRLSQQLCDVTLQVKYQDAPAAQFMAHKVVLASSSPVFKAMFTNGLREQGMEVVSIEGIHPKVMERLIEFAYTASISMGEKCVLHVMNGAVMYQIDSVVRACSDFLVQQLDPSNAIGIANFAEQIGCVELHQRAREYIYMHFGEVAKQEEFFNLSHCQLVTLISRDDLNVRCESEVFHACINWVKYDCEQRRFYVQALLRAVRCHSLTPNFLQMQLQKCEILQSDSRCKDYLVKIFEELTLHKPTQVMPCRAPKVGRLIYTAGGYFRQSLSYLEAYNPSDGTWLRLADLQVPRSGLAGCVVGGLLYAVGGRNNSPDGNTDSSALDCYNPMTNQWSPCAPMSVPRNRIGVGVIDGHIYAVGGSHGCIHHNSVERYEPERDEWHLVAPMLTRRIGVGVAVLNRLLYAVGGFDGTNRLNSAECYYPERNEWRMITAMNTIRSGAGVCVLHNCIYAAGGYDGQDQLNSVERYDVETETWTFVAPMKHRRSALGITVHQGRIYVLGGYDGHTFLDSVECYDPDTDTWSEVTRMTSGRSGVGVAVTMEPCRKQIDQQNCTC
CAL PDZ FP-1 = human CAL PDZ-peptide interaction inhibition; purified CAL PDZ, TMR-peptide fluorescence polarization, 1 h; inhibition, % at 20 µM; hit rate 0.02% among 330,000; AID 504414;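 active = highest replicate inhibition of at least 40%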;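 note: plate controls were DMSO neutral control wells for no effect and unlabeled competitor peptide control wells for full effect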
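Material: tagged CAL PDZ protein CerCALP, purified; buffer or medium: sodium phosphate/NaCl buffer pH 7.4 with TCEP, IgG, Thesit; also added: fluorescent TMR peptide probe; schedule: 1 h incubation at room temperature before polarization reading; technique: fluorescence polarization from S- and P-plane intensities, G-factor corrected; control set: unlabelled peptide and DMSO controls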
CAL PDZ FP-2 = CAL PDZ (human) peptide binding inhibition; inhibition, % at 24.9 µM; AID 602252; purified CAL PDZ, TMR-peptide fluorescence polarization, 1 h; hit rate 0.92% among 300,000; Q9HD26;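 active = mean inhibition of at least 30% with at least half of replicates also reaching 30%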;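 note: 0% = DMSO neutral control and 100% = excess unlabeled competitor peptide PRC23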
Rtt109 HAT inh = blocks Candida albicans Rtt109/Vps75 acetyltransferase activity | inhibition, % at 34.9 µM | purified Rtt109/Vps75, ThioGlo CoA-SH fluorescence, 4 h | hit rate 0.16% among 330,000 | AID 540336;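 active = inhibition of at least 50% in every replicate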
Target sequence (Q5AAJ8 whole entry, looked up): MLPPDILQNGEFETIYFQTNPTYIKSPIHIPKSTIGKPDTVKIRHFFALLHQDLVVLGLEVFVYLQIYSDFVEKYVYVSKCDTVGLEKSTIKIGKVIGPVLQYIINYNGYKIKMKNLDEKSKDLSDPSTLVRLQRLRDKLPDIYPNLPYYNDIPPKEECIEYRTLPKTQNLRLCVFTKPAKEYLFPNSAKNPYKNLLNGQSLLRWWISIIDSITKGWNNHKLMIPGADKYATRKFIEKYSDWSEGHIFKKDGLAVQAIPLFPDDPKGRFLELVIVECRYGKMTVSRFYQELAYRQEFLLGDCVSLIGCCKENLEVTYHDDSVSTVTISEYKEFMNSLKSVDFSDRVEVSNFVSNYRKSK
Cardiac RTF inh = cardiac RTF calcium desensitization | IANBD-labeled cardiac RTF, Ca2+ fluorescence | inhibition, % at 7.15 µM | hit rate 0.12% among 340,000;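 active = inhibition above the mean inhibition of all tested compounds plus 3 SD, cut at about 17% in these data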;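 note: assay run at fixed EC70 calcium of 1.6 mM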
cardiac RTF act = cardiac RTF calcium sensitization; hit rate 0.24% among 340,000; activation, % at 7.2 µM; P19429+P45379; IANBD-labeled TnC RTF fluorescence at EC20 calcium; 0% EC20 calcium, 100% full calcium;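 active = activation above the mean over all tested compounds plus 3 SD, cut at about 30% in these data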;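 note: rise in fluorescence read as greater calcium sensitivity of cardiac thin filaments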
SR-BI uptake up = enhances SR-BI lipid uptake from DiI-HDL. activation, % at 12.5 µM. hit rate 0.096% among 320,000. CHO ldlA[mSR-BI] cells, DiI-HDL uptake fluorescence, 3 h; 100 = double the neutral-control signal. AID 504775;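 active = mean replicate activation of at least 60% and every replicate at or above 60%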;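 note: 0% = median plate neutral-control signal and 100% = twice that signal; values of inactives mirror those of a sister screen read the other way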
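system = CHO ldlA[mSR-BI] cells, LDL receptor-null, SR-BI overexpressing | medium = Ham's F12 with 0.5% BSA, HEPES 25 mM, pH 7.4 | probe or stimulus = DiI-HDL 10 µg/mL | compound dosing = single-point compound dose | incubation = compound exposure 3 h, 37 °C | technique = DiI fluorescence, bottom read | read-out = cell-associated DiI fluorescence as measure of HDL uptake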
PKA-R2B activ = activates the human PKA-R2B holoenzyme complex; PKA-R2B holoenzyme dissociation, Cy5-IP20 fluorescence polarization; R2B truncated from residue 108, S112A mutant; 0% DMSO only, 100% 113 µM cGMP; activation, % at 11.4 µM; hit rate 0.079% among 340,000;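 active = activation above a cutoff set at the mean over all compounds plus 3 SD, cut at about 18% in these data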;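 note: higher means more holoenzyme dissociation and a rise in polarization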
Active calls of the source: *; x = no result given.

Start of the data: the first 8 records as a preview:
SMILES | DAGLB inhibitor | LANA DNA inh | Keap1-Nrf2 PPI | CAL PDZ FP-1 | CAL PDZ FP-2 | Rtt109 HAT inh | Cardiac RTF inh | cardiac RTF act | SR-BI uptake up | PKA-R2B activ
CC(=O)N1CCN(C(=O)c2cc(C)nc3ccccc23)CC1 | 0 | 0.5 | -4 | -1.9 | -3 | 7 | -9 | 5 | 10 | -1
COC(=O)c1c(NC(=O)/C=C/C(=O)O)sc(C)c1-c1ccc(C)c(C)c1 | 11 | -0.2 | -4 | -2.3 | -5 | 8 | 12 | -6 | 5 | -10
CCCCn1c(N)c(N(Cc2ccccc2OC)C(=O)C2=COCCO2)c(=O)[nH]c1=O | -1 | 0.6 | -2 | -2.1 | 2 | -1 | -16 | -4 | -2 | -6
NC(=O)C1CCN(C(=S)NC2CC3C=CC2C3)CC1 (centres undefined) | 2 | -3.0 | 0 | -0.8 | x | -3 | 1 | -6 | -7 | -6
O=C(CN1CCN(C(=O)c2ccco2)CC1)Nc1c2c(nc3c1CCC3)CCCC2 | 0 | -0.5 | -2 | 1.1 | x | 6 | -7 | -3 | 14 | -5
OCCCCC#Cc1c(-c2ccsc2)sc2ccccc12 | -16 | -2.0 | -4 | -0.6 | 0 | 0 | -10 | 3 | -31 | -3
COc1ccc(C/C(N)=N/OC(=O)c2cccs2)cc1 | -2 | -2.3 | -4 | -2.1 | x | -9 | -1 | 5 | 5 | 12
CCOC(=O)Nc1cc(NC(=O)OCC)ncn1 | 0 | 0.2 | 1 | -1.2 | -6 | -3 | 0 | -1 | 8 | -2

Results, repeating the preview:
SMILES | DAGLB inhibitor | LANA DNA inh | Keap1-Nrf2 PPI | CAL PDZ FP-1 | CAL PDZ FP-2 | Rtt109 HAT inh | Cardiac RTF inh | cardiac RTF act | SR-BI uptake up | PKA-R2B activ
CC(=O)N1CCN(C(=O)c2cc(C)nc3ccccc23)CC1 | 0 | 0.5 | -4 | -1.9 | -3 | 7 | -9 | 5 | 10 | -1
COC(=O)c1c(NC(=O)/C=C/C(=O)O)sc(C)c1-c1ccc(C)c(C)c1 | 11 | -0.2 | -4 | -2.3 | -5 | 8 | 12 | -6 | 5 | -10
CCCCn1c(N)c(N(Cc2ccccc2OC)C(=O)C2=COCCO2)c(=O)[nH]c1=O | -1 | 0.6 | -2 | -2.1 | 2 | -1 | -16 | -4 | -2 | -6
NC(=O)C1CCN(C(=S)NC2CC3C=CC2C3)CC1 (centres undefined) | 2 | -3.0 | 0 | -0.8 | x | -3 | 1 | -6 | -7 | -6
O=C(CN1CCN(C(=O)c2ccco2)CC1)Nc1c2c(nc3c1CCC3)CCCC2 | 0 | -0.5 | -2 | 1.1 | x | 6 | -7 | -3 | 14 | -5
OCCCCC#Cc1c(-c2ccsc2)sc2ccccc12 | -16 | -2.0 | -4 | -0.6 | 0 | 0 | -10 | 3 | -31 | -3
COc1ccc(C/C(N)=N/OC(=O)c2cccs2)cc1 | -2 | -2.3 | -4 | -2.1 | x | -9 | -1 | 5 | 5 | 12
CCOC(=O)Nc1cc(NC(=O)OCC)ncn1 | 0 | 0.2 | 1 | -1.2 | -6 | -3 | 0 | -1 | 8 | -2
CSCCC(NS(=O)(=O)c1ccc(Cl)c(Cl)c1)C(=O)O (centres undefined) | 2 | -0.1 | 2 | 0.4 | x | -2 | 6 | 0 | 23 | 1
CCN(CC(=O)NCc1ccc(Cl)cc1)C(=O)c1cnc(Cl)c(Cl)c1 | -3 | 0.3 | -3 | -3.2 | -4 | -3 | -7 | -1 | x | -1
Cn1c(=O)c2c(nc(N/N=C/c3ccc(OC(=O)c4ccco4)cc3)n2Cc2ccc(F)cc2)n(C)c1=O | 0 | 11 | 2 | -1.8 | -4 | x | -7 | -10 | -12 | -4
CCOC(=O)C(NC(=O)Nc1ccc(C(N)=O)cc1)(c1ccccc1)C(F)(F)F (centres undefined) | -1 | -0.5 | -1 | 0.2 | -2 | -5 | 1 | 4 | 41 | -1
COc1cc(C2C(C#N)=C(N)Oc3n[nH]c(-c4cccnc4)c32)cc(Br)c1O (centres undefined) | 0 | -0.2 | -7 | -0.8 | -8 | 8 | -7 | 5 | -7 | 5
COC(=O)c1ccc(COC(=O)C2CCN(S(=O)(=O)c3ccc(C)c(C)c3)CC2)o1 | -2 | -0.5 | 1 | -1.6 | -3 | 0 | -14 | -2 | 17 | -6
COc1cc2c(cc1OC)CN(C(=O)CC1CC3CCC1C3)CC2 (centres undefined) | 0 | 1.0 | 1 | -0.4 | -3 | 0 | 1 | -5 | 16 | -4
C=C1C(=O)O[C@H]2[C@H]1[C@H](OC(=O)/C(C)=C\C)C[C@]1(CO1)[C@@H]1[C@H](OC(C)=O)C=C(C)[C@]21O | 0 | -0.2 | -27 | 0.1 | -1 | 0 | -13 | -1 | 8 | -8
CCOC(=O)NNc1ccc(C(F)(F)F)cn1 | 0 | -0.4 | -3 | 0.6 | -4 | -9 | -7 | -2 | 8 | -10
O=C(COc1ncnc2cc([N+](=O)[O-])ccc12)NCc1ccc2c(c1)OCO2 | 1 | -0.7 | 1 | -0.6 | -2 | -5 | -5 | 0 | -13 | -9
Cc1c(C(=O)N2CCCCC2)c(S(=O)(=O)N2CCN(c3ccc(Cl)cc3)CC2)c(C)n1C | 0 | 1.0 | -1 | -2.0 | 0 | 1 | -10 | -9 | 18 | 3
N#Cc1ccc(CN2C=NS(=O)(=O)c3ccccc32)cc1 | -3 | 0.3 | -3 | 0.6 | -4 | 4 | -2 | -4 | 10 | -3
COc1ccccc1CN(C(=O)c1cnccn1)C(C(=O)NC1CCCCC1)c1cc(OC)c(OC)c(OC)c1 (centres undefined) | -1 | 1.4 | 1 | -1.3 | 0 | -5 | -12 | -11 | -33 | 5
O=c1oc2ccccc2c2[nH]ccc12 | -1 | 1.3 | -5 | -1.7 | 1 | 4 | -5 | 6 | 0 | 4
NC(=O)c1ccc(NC(=O)CSc2nnc(C3CCCCC3)n2N)cc1 | -1 | -1.3 | -1 | -2.3 | 8 | 6 | 6 | -2 | -11 | -7
COc1ccc(N2CCN(c3nc(Nc4ccc(C)c(F)c4)nc(N4CCCC4)n3)CC2)cc1 | 0 | 0.5 | -4 | -0.5 | -4 | -5 | 10 | -3 | -34 | 3
Cc1ccc(/C(=N/Nc2ncnc3ccccc23)C(=O)O)cc1 | 3 | 0.2 | -5 | -3.2 | 7 | 11 | -7 | -6 | x | -11
Carrying on.
SMILES | DAGLB inhibitor | LANA DNA inh | Keap1-Nrf2 PPI | CAL PDZ FP-1 | CAL PDZ FP-2 | Rtt109 HAT inh | Cardiac RTF inh | cardiac RTF act | SR-BI uptake up | PKA-R2B activ
CN(C(=O)c1cccc(NC(=O)Cc2ccc(NC(=O)C3CCN(C(=O)C4CCCCC4)CC3)cc2)c1)C1CCCC1 | -2 | 7.4 | 3 | -0.9 | -6 | 4 | -11 | 5 | -30 | 5
Cn1c(=O)n(C)c2cc(/C=N/n3cnnc3)ccc21 | -2 | 0.3 | -4 | -2.1 | -2 | -1 | -6 | -2 | 10 | -8
CCCCNc1c(-c2ccc(OC)c(SC(C)CC)c2)nc2ccc(Cl)cn12 (centres undefined) | -8 | -1.0 | -8 | -2.1 | -8 | -2 | 7 | 1 | -55 | -1
O=C(COC(=O)/C=C/c1cccs1)Nc1ccc2ccccc2c1 | -7 | -0.8 | -1 | 0.5 | -1 | 2 | -1 | -5 | 25 | -2
COc1ccc(OC)c(N(CC(=O)NCCSCc2ccco2)S(=O)(=O)c2ccccc2)c1 | 0 | -0.6 | -2 | -2.0 | -2 | -13 | -13 | 5 | x | 5
CC(NC(=O)C(=O)NCCN1CCN(C(=O)c2ccccc2Br)CC1)c1ccccc1 (centres undefined) | 4 | 0.0 | -1 | -2.3 | -2 | -4 | -4 | -3 | x | 0
CCOc1cc(CNc2ccc(Br)cc2)cc(Br)c1OCC(=O)NC(C)(C)C | -12 | 1.3 | -6 | -2.4 | 3 | 35 | -1 | -27 | -17 | 2
Cc1ccc(S(=O)(=O)NCCSc2ncccn2)cc1 | -3 | 0.6 | 4 | -1.7 | 5 | -5 | 3 | -1 | 13 | 2
COc1ccccc1/C=[N+](\[O-])C1SC(=S)N(C)C1(C)C (centres undefined) | -4 | -1.9 | -4 | -0.5 | 0 | -3 | 0 | 20 | -17 | -4
COc1ccc(CCNC(=O)Cn2c(=O)n(Cc3ccco3)c(=O)c3ccc(Cl)cc32)cc1OC | -3 | -1.7 | -4 | -1.0 | x | -2 | -4 | -6 | -17 | -12
CC1CCCCN1CCCNC(=O)c1nn(C)c2c1CSc1ccccc1-2 (centres undefined) | 0 | -0.6 | 5 | -3.5 | -3 | 1 | -14 | -1 | -22 | -1
c1ccc2oc(C3=NNC(=NC4CC4)SC3)cc2c1 | -3 | -2.3 | -3 | -0.3 | -2 | 12 | 0 | 1 | -82 | -6
Cc1cccc(NC(=O)c2nc[nH]c2C(=O)NC2CCN(C(=O)OC(C)(C)C)CC2)c1 | 0 | 1.4 | -2 | -0.9 | -1 | -5 | -6 | 9 | 35 | -7
Cc1ccc(CCNC(=O)c2nn(C)c3c2CS(=O)(=O)c2ccccc2-3)cc1 | -1 | 0.1 | 1 | -0.6 | 2 | 15 | 2 | -5 | 2 | 1
Cn1c(NCCN(CCO)CCCc2ccc([N+](=O)[O-])cc2)cc(=O)n(C)c1=O | 2 | -0.1 | 2 | -0.2 | -5 | -9 | -7 | 7 | -2 | -10
C=C1CCN([C@@H](C)C(=O)NCCCCCC)S(=O)(=O)c2ccccc21 | -1 | -0.5 | -1 | 0.2 | -2 | -2 | -14 | -2 | 0 | -7
CCN(C(=O)Cn1c(=O)oc2ccccc21)c1cccc(C)c1 | -2 | -2.9 | 1 | -0.1 | 2 | -2 | -6 | 4 | 10 | 10
CCN(CC(=O)Nc1ccc2c(c1)OCCO2)C(=O)/C=C/c1ccc(OC)cc1OC | 2 | -1.2 | 3 | -5.0 | 12 | 3 | -9 | 1 | -11 | -15
Cc1sc2nc(C(C)C)nc(SCC(=O)N3c4ccccc4CC3C)c2c1C (centres undefined) | -13 | 0.3 | 0 | -0.1 | 0 | 1 | -3 | 5 | 8 | -4
O=C(CNC(=O)c1cc(S(=O)(=O)N2CCCCC2)ccc1N1CCOCC1)Nc1ccc(F)c(F)c1 | 0 | 0.1 | 0 | -1.8 | -3 | 11 | 5 | 1 | 25 | 1
CCCn1c2ccccc2c2nnc(SCC(=O)Nc3c(C)n(C)n(-c4ccccc4)c3=O)nc21 | 0 | -1.2 | -1 | -0.9 | -3 | 3 | 2 | 0 | -21 | -2
